mIAP inh: blocks mouse intestinal alkaline phosphatase; inhibition, % at 10 µM; purified mouse IAP, CDP-Star luminescence, 30 min; 0.2% of 330,000 active;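 active = inhibition of at least 40% at 10 µM in the primary screen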;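 also: plate controls were DMSO with enzyme for no effect and no enzyme wells for full effect; values of inactives mirror those of a sister screen read the other way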
mIAP act: mouse IAP activation; 0.24% of 330,000 active; activation factor at 10 µM; muIAP, CDP-Star luminescence, 30 min; stronger effect = higher value; 1 = vehicle-only enzyme signal, 0 = enzyme-free wells;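 active = activation factor of at least 2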; also: the source names both 10 and 20 µM as test concentration; values of inactives mirror those of a sister screen read the other way
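Assay system: mouse IAP enzyme; reagent: chemiluminescent substrate CDP-Star; dosing: test compounds delivered from DMSO solution; schedule: 30 min at room temperature; measured by: luminescence from enzymatic CDP-Star hydrolysis; controls: DMSO-only wells and no-enzyme negative control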
beta cell repl: MIN6 beta-cell proliferation induction. proliferation, % at 10 µM. MIN6 cells proliferation, ATPlite luminescence, 48 h; cells starved in 0.2% serum; 100% = growth in 10% serum. 0.29% of 330,000 active. AID 2380;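 active = compounds whose signal lies at least 3.5 SD above the mean of all wells on their plate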;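 also: 0% = DMSO-treated cells in low-serum medium and 100% = 10% serum control; some compounds called inactive have numbers as strong as hits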
MPTP inh: blocks calcium-induced mitochondrial swelling | isolated mouse mitochondria, Ca2+ swelling absorbance, 30 min | inhibition, % at 10 µM | 1.4% of 360,000 active | AID 602449;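 active = inhibition of 50% or more, scaled per plate between neutral and stimulator controls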;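 also: 0% = DMSO wells given calcium and 100% = 1 mM EGTA wells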
A3A deaminase: human APOBEC3A DNA deaminase inhibition; P31941; recombinant A3A, FAM/TAMRA ssDNA deamination fluorescence; inhibition, % at 20 µM; 0.41% of 330,000 active; AID 493011;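 active = at least 40% inhibition at 20 µM here, with at most 30% in a related deaminase screen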;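 also: plate controls were A3A with DMSO for no effect and wells lacking A3A enzyme for full effect; some results filed as inactive read as strong as hits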
Target sequence (P31941 whole entry, looked up): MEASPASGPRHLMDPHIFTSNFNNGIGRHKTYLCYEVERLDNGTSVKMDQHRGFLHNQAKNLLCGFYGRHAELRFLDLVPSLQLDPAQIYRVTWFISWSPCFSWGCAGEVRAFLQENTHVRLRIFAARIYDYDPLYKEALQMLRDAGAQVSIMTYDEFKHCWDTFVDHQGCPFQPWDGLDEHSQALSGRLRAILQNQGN
hIAP act: human IAP activation. P09923. purified human IAP, CDP-Star luminescence, 30 min; stronger effect = higher value; 1 = vehicle-only enzyme, 0 = enzyme-free background. activation factor at 10 µM. 0.16% of 330,000 active;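 active = activation factor of the enzyme at least 2-fold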; also: the source names both 10 and 20 µM as test concentration; values of inactives mirror those of a sister screen read the other way
ATG4B inh: ATG4B (human) cysteine protease inhibition. Q9Y4P1. ATG4B cleavage of LC3-PLA2, NBD-HPC fluorescence, 1 h. inhibition, % at 8.33 µM. 0.51% of 340,000 active. AID 504462; in the data active = inhibition above about 40%
Target sequence (Q9Y4P1 whole entry, looked up): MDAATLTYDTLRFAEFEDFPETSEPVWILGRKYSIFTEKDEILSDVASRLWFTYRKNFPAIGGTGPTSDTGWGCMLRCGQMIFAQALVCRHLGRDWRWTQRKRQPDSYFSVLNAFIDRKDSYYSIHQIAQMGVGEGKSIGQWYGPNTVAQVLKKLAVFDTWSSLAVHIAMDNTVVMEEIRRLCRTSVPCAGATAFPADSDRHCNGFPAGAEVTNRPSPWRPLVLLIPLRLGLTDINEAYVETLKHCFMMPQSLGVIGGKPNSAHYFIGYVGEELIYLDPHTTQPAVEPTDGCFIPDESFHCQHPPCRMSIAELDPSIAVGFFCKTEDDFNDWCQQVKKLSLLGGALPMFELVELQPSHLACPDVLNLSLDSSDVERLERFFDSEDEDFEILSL
APOBEC3G inh: blocks human APOBEC3G single-stranded DNA deamination | Q9HC16 | recombinant A3G, ssDNA deamination FAM/TAMRA fluorescence | inhibition, % at 20 µM | 0.28% of 330,000 active | AID 493012;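 active = inhibition of at least 40% at 20 µM, with no more than 30% in the related APOBEC3A deaminase screen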;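 also: plate controls were DMSO wells with A3G for no effect and wells lacking A3G enzyme for full effect; some compounds called inactive have numbers as strong as hits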
Target sequence (Q9HC16 whole entry, looked up): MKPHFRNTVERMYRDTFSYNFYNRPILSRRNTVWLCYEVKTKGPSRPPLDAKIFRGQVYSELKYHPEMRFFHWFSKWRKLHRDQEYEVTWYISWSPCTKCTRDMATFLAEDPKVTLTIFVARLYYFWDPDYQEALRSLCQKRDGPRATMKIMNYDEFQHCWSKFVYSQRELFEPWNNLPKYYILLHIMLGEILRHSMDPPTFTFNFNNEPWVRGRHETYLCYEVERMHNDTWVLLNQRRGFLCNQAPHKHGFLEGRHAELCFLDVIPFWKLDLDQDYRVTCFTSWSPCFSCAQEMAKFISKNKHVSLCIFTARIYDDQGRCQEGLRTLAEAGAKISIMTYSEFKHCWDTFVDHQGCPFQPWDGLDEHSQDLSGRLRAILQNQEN
hIAP inh: human IAP inhibition. P09923. purified IAP, CDP-Star luminescence, 30 min. inhibition, % at 10 µM. 0.12% of 330,000 active. AID 2544;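 active = inhibition reaching a set limit with compound at 10 µM in the primary screen, cut at about 35% in these data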;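 also: plate controls were DMSO wells with enzyme for no effect and no-enzyme buffer wells for full effect; values of inactives mirror those of a sister screen read the other way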
Numbers without * were called inactive; nt = no result given.

no. | SMILES | mIAP inh | mIAP act | beta cell repl | MPTP inh | A3A deaminase | hIAP act | ATG4B inh | APOBEC3G inh | hIAP inh
1 | C/C=C\C=C\C(=O)N1CC2(CC(c3cccc(NC(=O)/C(C)=C\C)c3)=NO2)C[C@H]1C(N)=O (stereo partly drawn) | 4 | 0.96 | -1 | -0.2 | 0 | 1.1 | -12 | -3 | -8
2 | COc1ccc(CC2(C)OC(c3ccc(C)cc3)=NN2C(C)=O)cc1 (stereo not drawn) | 12 | 0.88 | 0 | 0.6 | 0 | 0.91 | -2 | -4 | 9
3 | CSc1ccccc1OCc1cc(C(=O)N[C@H]2CCCCNC2=O)no1 | 4 | 0.96 | -2 | -0.4 | -4 | 1.1 | 5 | -7 | -12
4 | CCOC(=O)c1[nH]c2c(c1C)C(=O)CC(c1ccc(N(C)C)cc1)C2 (stereo not drawn) | 11 | 0.89 | -3 | -1.0 | 4 | 1 | -3 | 1 | 0
5 | Cn1c(=O)c(C(=O)COC(=O)c2cc(C3CC3)nc3ccccc23)c(N)n(Cc2ccccc2)c1=O | 8 | 0.92 | -5 | nt | -2 | 0.97 | 1 | -3 | 3
6 | CCOc1ccc(Nc2nc3cc(S(=O)(=O)N(CC)CC)ccc3o2)cc1 | 9 | 0.91 | -5 | -13 | 2 | 0.92 | -8 | 50* | 8
7 | CC(C)C(O)(c1ccccc1)C(CN1CCOCC1)c1ccccc1 (stereo not drawn) | -8 | 1.1 | -1 | -0.2 | 1 | 0.86 | 2 | -3 | 14
8 | C/C(=N/NC(=O)CNC(=O)C1COc2ccccc2O1)c1ccc2c(c1)OCCO2 (stereo not drawn) | -6 | 1.1 | 3 | -0.9 | 3 | 1.1 | -3 | -1 | -6
9 | CCc1c(C)nc2ncnn2c1N1CCCC(C(=O)NCCc2ccc(OC)cc2)C1 (stereo not drawn) | 1 | 0.99 | 3 | 0.1 | -2 | 1 | 2 | -8 | -4
10 | COC(=O)COc1ccc(-c2nccc(-c3ccccn3)n2)cc1 | -2 | 1 | -1 | -0.2 | -3 | 0.94 | 1 | -3 | 6

Ordered by heavy-atom count (ascending): some entries from above.
no. | SMILES | mIAP inh | mIAP act | beta cell repl | MPTP inh | A3A deaminase | hIAP act | ATG4B inh | APOBEC3G inh | hIAP inh
10 | COC(=O)COc1ccc(-c2nccc(-c3ccccn3)n2)cc1 | -2 | 1 | -1 | -0.2 | -3 | 0.94 | 1 | -3 | 6
8 | C/C(=N/NC(=O)CNC(=O)C1COc2ccccc2O1)c1ccc2c(c1)OCCO2 (stereo not drawn) | -6 | 1.1 | 3 | -0.9 | 3 | 1.1 | -3 | -1 | -6
5 | Cn1c(=O)c(C(=O)COC(=O)c2cc(C3CC3)nc3ccccc23)c(N)n(Cc2ccccc2)c1=O | 8 | 0.92 | -5 | nt | -2 | 0.97 | 1 | -3 | 3

Marked active in APOBEC3G inh, of those listed so far:
cpd | compound | mIAP inh | mIAP act | MPTP inh | A3A deaminase | hIAP act | ATG4B inh | APOBEC3G inh | hIAP inh
6 | CCOc1ccc(Nc2nc3cc(S(=O)(=O)N(CC)CC)ccc3o2)cc1 | 9 | 0.91 | -13 | 2 | 0.92 | -8 | 50* | 8

The listing picks up with the 2 entries that preceded the break.
no. | SMILES | mIAP inh | mIAP act | beta cell repl | MPTP inh | A3A deaminase | hIAP act | ATG4B inh | APOBEC3G inh | hIAP inh
9 | CCc1c(C)nc2ncnn2c1N1CCCC(C(=O)NCCc2ccc(OC)cc2)C1 (stereo not drawn) | 1 | 0.99 | 3 | 0.1 | -2 | 1 | 2 | -8 | -4
10 | COC(=O)COc1ccc(-c2nccc(-c3ccccn3)n2)cc1 | -2 | 1 | -1 | -0.2 | -3 | 0.94 | 1 | -3 | 6
11 | O=C(CSc1nccc(=O)[nH]1)c1cc2ccccc2o1 | 9 | 0.91 | -4 | -0.3 | 3 | 1.1 | -3 | -5 | -10
12 | CN(Cc1nc(Cc2ccccc2F)no1)CC1(N2CCOCC2)CCCCC1 | 12 | 0.88 | 0 | 1.2 | -3 | 1 | -4 | -6 | 0
13 | Cc1ccc(C(C)C)c(OCC(=O)Nc2cccc(S(=O)(=O)NC3=NCCCCC3)c2)c1 | -30 | 1.3 | -6 | 1.0 | -2 | 1.2 | 19 | 1 | -23
14 | COc1ccc(C)cc1Nc1n[n+](-c2ccccc2)c(-c2c(OC)ccc3ccccc23)s1 | 10 | 0.9 | -8 | 100* | -3 | 0.87 | 12 | -5 | 13
15 | Cc1nn(Cc2ccc(Cl)cc2Cl)c(Cl)c1/C=C/C(=O)OCC(=O)NCC(F)(F)F | 4 | 0.95 | -4 | -2.4 | 1 | 0.99 | -12 | -1 | 1
16 | Cc1noc(C)c1CSCC(=O)Nc1nc2ccc(Oc3ccccc3)cc2s1 | 3 | 0.97 | -3 | 0.7 | 2 | 0.93 | 8 | -2 | 7
17 | Cc1n[nH]c(C)c1S(=O)(=O)N1CCCC(C(=O)NCc2cccs2)C1 (stereo not drawn) | 1 | 0.99 | 0 | -0.3 | -4 | 1 | 6 | -6 | -3
18 | CCN(CC)S(=O)(=O)c1ccc(OC(C)C)c(N)c1 | 9 | 0.91 | -4 | -0.9 | -6 | 1 | -12 | -23 | -2
19 | COc1cccc(C(=O)Nc2ccc(NC(=O)c3ccco3)nc2)c1 | -6 | 1.1 | 0 | -1.4 | -2 | 1.3 | -3 | -8 | -26
20 | Cc1ccc2c(c1)C(c1ccccc1)N(C(=O)CC(C)C)CC(=O)N2 (stereo not drawn) | 2 | 0.98 | -3 | -1.4 | -3 | 1.2 | 8 | -11 | -20
21 | CCN(CCCNC(=O)C1CCN(S(=O)(=O)CC)CC1)c1ccccc1 | -1 | 1 | -2 | 0.0 | -7 | 1 | 3 | -3 | 0
22 | CCC1CN(C(=O)NCc2ccc(C)cc2)c2cc(C)ccc2O1 (stereo not drawn) | -6 | 1.1 | -2 | 0.9 | 0 | 1.1 | 9 | -5 | -10
23 | O=C(COC(=O)CCc1ccc(S(=O)(=O)N2CCOCC2)cc1)NC1CCCC1 | -10 | 1.1 | 0 | -1.2 | 0 | 1 | -8 | 2 | -1
24 | Cc1cc(C)cc(NC(=O)CN(c2ccc(F)cc2)S(C)(=O)=O)c1 | -6 | 1.1 | -2 | -0.8 | -2 | 1.1 | -2 | -6 | -9
25 | Cc1c(NC(=O)Cn2cc([N+](=O)[O-])cn2)c(=O)n(-c2ccccc2)n1C | -8 | 1.1 | 0 | 20 | -7 | 1 | -4 | -15 | 0
26 | CC1CCN(CCCNC(=O)c2cc3c(=O)n(C)c4ccccc4c3n2C)CC1 | -13 | 1.1 | -4 | -1.4 | 2 | 1 | -3 | -7 | -5
27 | Cc1nnc(Nc2ccc(C(=O)O)cc2)[nH]c1=O | 4 | 0.96 | 0 | -1.2 | 0 | 0.84 | -5 | -6 | 16
28 | Cc1ccc(S(=O)(=O)N2CCC(NC(=O)c3cccc(F)c3)CC2)cc1 | -4 | 1 | -4 | 1.2 | -2 | 0.85 | -4 | -4 | 14
29 | CN(C)/C=N/S(=O)(=O)c1ccc(Cl)cc1 | 10 | 0.9 | -2 | -1.2 | 2 | 0.84 | -4 | -6 | 16
30 | O=C(NCCN1CCN(S(=O)(=O)c2ccccc2)CC1)C(=O)Nc1ccc(F)cc1 | -13 | 1.1 | -3 | -1.5 | 1 | 1.1 | -13 | -8 | -5
31 | O=C(c1ccccc1)N1CCC2(CC1)NCCc1[nH]cnc12 | 2 | 0.98 | -2 | -1.7 | -3 | 0.9 | 1 | 1 | 10
32 | COc1ccc(N2CCN(C(=O)CCc3ccccc3OC)CC2)cc1 | 2 | 0.98 | -3 | 0.4 | -4 | 0.96 | -4 | -8 | 4
33 | O=C(N/N=C/c1ccc(OC(=O)c2cccs2)cc1)c1ccc(F)cc1 | 6 | 0.94 | -1 | 7.9 | -1 | 0.86 | 2 | -9 | 14
34 | CC(=O)N1CCOc2ccc(S(=O)(=O)NCCc3ccccc3)cc21 | 8 | 0.92 | -2 | 1.2 | -4 | 0.94 | -2 | -6 | 6
35 | O=C(CSc1nnc(Cc2ccccc2)o1)N1CCc2ccccc21 | 4 | 0.96 | -2 | 3.5 | 0 | 0.87 | 3 | -3 | 13
36 | O=C(Nc1nc2ccccc2s1)C1CC(=O)N(c2ccc(F)cc2)C1 (stereo not drawn) | -2 | 1 | 0 | -3.0 | -4 | 1 | -20 | -2 | -4
37 | O=C(NC1C2CC3CC(C2)CC1C3)c1ccc2c(c1)OCO2 (stereo not drawn) | -10 | 1.1 | -3 | 0.2 | -7 | 1 | 1 | -6 | 0
38 | O=C(CSc1nnc(-c2ccccn2)n1Cc1ccco1)c1ccc(Cl)cc1 | 2 | 0.98 | -2 | 2.9 | -3 | 1.1 | 4 | -8 | -13
39 | C=CCSc1nc2[nH]ncc2c(=O)[nH]1 | 7 | 0.93 | -1 | 0.6 | 1 | 1.1 | -3 | 1 | -6
40 | O=C(COc1ccc(Cl)cc1Cl)N1CCN(C(=O)c2ccco2)CC1 | 11 | 0.89 | -2 | 2.0 | -3 | 1.1 | -19 | -7 | -6
41 | CCOC(=O)c1ccc(NC(=O)CSCc2ccco2)cc1 | 22 | 0.78 | -3 | -1.1 | 3 | 0.89 | 3 | -3 | 12
42 | N#Cc1c(-c2ccccc2)c(-c2ccccc2)nn(CC(=O)NNC(=O)Nc2ccc(Cl)c(Cl)c2)c1=O | 0 | 1 | -3 | 4.6 | 0 | 1.3 | 2 | -7 | -26
43 | O=C(NCc1cn(-c2ccccc2)nc1-c1ccccc1)c1cc([N+](=O)[O-])cc([N+](=O)[O-])c1 | 5 | 0.95 | -1 | 2.7 | -1 | 0.89 | -5 | -4 | 11
44 | O=C(O)CCC(=O)N1CCN(c2ccc(C(=O)c3ccc(F)cc3)cc2)CC1 | 9 | 0.91 | 1 | -0.4 | -4 | 0.94 | 4 | -3 | 6
45 | O=C(COc1ccc(F)cc1Cl)Nc1ccc(N2CCOCC2)cc1N1CCOCC1 | -1 | 1 | -4 | 3.5 | -2 | 1.2 | -11 | -9 | -24
46 | COc1ccc(OC)c(S(=O)(=O)NCC2CCCO2)c1 (stereo not drawn) | 0 | 1 | -2 | 0.1 | -2 | 0.91 | -5 | -6 | 9
47 | Cn1cnnc1SCC(=O)NC1CCCN(Cc2ccc(Cl)cc2)C1 (stereo not drawn) | -11 | 1.1 | -2 | 0.1 | -4 | 1.1 | 24 | -8 | -12
48 | CCCc1cc(=O)[nH]c(SCC(=O)Nc2ccc([N+](=O)[O-])cc2C#N)n1 | 13 | 0.87 | -2 | 3.4 | -4 | 0.86 | -9 | -10 | 14
49 | Cc1nn2c(N)c(C#N)cnc2c1-c1ccc(Cl)cc1 | 6 | 0.94 | -1 | -1.3 | 28 | 1.3 | -10 | -3 | -32
50 | CCN(CC)S(=O)(=O)c1cccc(-c2nnc(SCC(=O)c3ccc(Cl)s3)n2C)c1 | -5 | 1.1 | -3 | 0.2 | -12 | 1.2 | -13 | -11 | -23
51 | C[C@H](CO)N1C[C@H](C)[C@@H](CN(C)C(=O)NC2CCCCC2)Oc2ccc(NS(=O)(=O)c3ccccc3)cc2C1=O | 0 | 1 | -2 | 0.0 | 2 | 1 | -11 | -1 | -2
52 | COC(=O)C1C(O)=C(C=NCc2ccccc2)C(=O)CC1(C)C (stereo not drawn) | -5 | 1.1 | -1 | -0.3 | -1 | 0.89 | -4 | -4 | 11
